Assay outcomes from PubChem.
TAAR1 antagonist: antagonists of human TAAR1. inhibition, % at 3 µM. Q96RJ0. 1.5% of 360,000 active. CHO RD-HGA16 TAAR1, Fluo-8 calcium fluorescence, antagonist;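 active means inhibition above a per-plate cutoff, the mean inhibition of test compounds on that plate plus 3 SD, cut at about 49% in these data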;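 further: 0% = DMSO plus EC80 beta-PEA response and 100% = DMSO alone without agonist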
Target sequence (Q96RJ0 whole entry, looked up): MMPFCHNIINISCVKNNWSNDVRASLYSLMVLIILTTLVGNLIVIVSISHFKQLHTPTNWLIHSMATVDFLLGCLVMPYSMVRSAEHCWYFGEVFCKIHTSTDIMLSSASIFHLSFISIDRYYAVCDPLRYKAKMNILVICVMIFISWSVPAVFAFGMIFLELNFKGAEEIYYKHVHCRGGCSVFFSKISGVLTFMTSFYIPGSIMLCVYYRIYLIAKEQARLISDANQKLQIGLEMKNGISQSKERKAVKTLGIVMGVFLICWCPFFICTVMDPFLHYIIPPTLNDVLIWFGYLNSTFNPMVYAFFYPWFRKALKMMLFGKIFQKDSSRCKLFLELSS
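System: RD-HGA16 CHO cells with stable hTAAR1 and Gα16 | Probe or stimulus: EC80 β-phenethylamine stimulus | Dosing: 3 µM, single point | Times: Dye loading 75 min at 37 °C, then 30 min room temperature | Measured by: Fluo-8 calcium-sensitive fluorescence | Read-out basis: % inhibition of agonist calcium response | Replicates: n of 1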
M1 antag: human CHRM1 antagonism | P11229 | CHO-K1 hM1, Fluo-8 calcium fluorescence, ACh EC80 antagonist | inhibition, % at 3 µM | 1.3% of 360,000 active | AID 588852;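 active means percent inhibition above its own plate's cutoff, namely the mean of that plate's compound wells plus 3 SD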;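 further: peak over basal fluorescence ratio during 140 s after agonist addition; 0% = ACh EC80 plus DMSO and 100% = DMSO alone without agonist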
TAAR1 ag: agonists of human TAAR1 | CHO RD-HGA16 TAAR1, Fluo-8 calcium fluorescence; vehicle wells 0%, saturating PEA agonist 100% | AID 624467 | Q96RJ0 | activation, % at 3 µM | 0.99% of 360,000 active;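 active means activation above the mean activation of all test compounds in the run plus 3 SD, cut at about 38% in these data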
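Test system: RD-HGA16 (CHO) cells co-expressing Gα16 and hTAAR1; dosing: one-point dosing at 3 µM (nominal); timing: 17-24 h seeding, 75 min 37 °C dye, 30 min RT; signal: kinetic Fluo-8 calcium fluorescence; read-out basis: % activation relative to PEA EC100 response; controls: DMSO and PEA EC100; replicates: n 1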
OXTR potentiate: potentiates the human oxytocin receptor response | CHO-OTR cells, Fluo-8 calcium fluorescence, potentiator mode; 0% = oxytocin EC15, 100% = EC100 | P30559 | 0.061% of 320,000 active | activation, % at 3 µM | AID 2445;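 active means activation above that plate's cutoff, the mean activation of tested compounds plus 3 SD, cut at about 6.6% in these data, passing the limit was not always enough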;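 further: 100% uses oxytocin at 75 nM as the full agonist control; some results filed as inactive read as strong as hits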
Target sequence (P30559 whole entry, looked up): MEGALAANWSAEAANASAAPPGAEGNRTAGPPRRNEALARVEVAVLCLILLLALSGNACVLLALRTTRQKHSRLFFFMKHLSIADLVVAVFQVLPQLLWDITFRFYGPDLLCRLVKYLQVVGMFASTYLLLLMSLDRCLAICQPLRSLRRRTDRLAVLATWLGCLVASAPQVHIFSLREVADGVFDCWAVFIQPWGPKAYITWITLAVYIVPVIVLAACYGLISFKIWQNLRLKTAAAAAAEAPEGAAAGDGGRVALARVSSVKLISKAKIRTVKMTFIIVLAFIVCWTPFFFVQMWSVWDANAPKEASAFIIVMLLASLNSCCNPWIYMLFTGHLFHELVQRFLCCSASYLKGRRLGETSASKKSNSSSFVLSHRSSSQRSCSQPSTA
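System: human OTR in CHO cells / Also added: sub-maximal oxytocin, roughly EC15 / Control set: EC15 oxytocin low, 75 nM oxytocin high / Schedule: 6 min compound pre-incubation at room temperature, 100 s kinetic read / Compound: single-point 3.0 µM / Replication: singlicate / Technique: Fluo-8 calcium dye fluorescence / Read-out basis: % activation of max/min ratio relative to oxytocin controls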
CHO-K1 Ca antag: M1 antagonist counterscreen hit in parental CHO-K1 cells; 0.6% of 360,000 active; AID 602250; inhibition, % at 3 µM; ATP-induced calcium, Fluo-8 fluorescence;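 active means inhibition above a per-plate cutoff, the plate's mean sample inhibition plus 3 SD, cut at about 24% in these data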;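 further: 0% = DMSO plus EC80 ATP and 100% = DMSO alone without ATP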
CHO parental Ca: signal in parental CHO cells, OX1R antagonist counter-screen. inhibition, % at 5.6 µM. 0.63% of 330,000 active. parental CHO-K1, ATP-induced calcium, Fluo-8 fluorescence;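 active means inhibition above that plate's mean sample inhibition plus 3 SD, cut at about 26% in these data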;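 further: 0% = ATP-challenged DMSO wells and 100% = DMSO wells without ATP; some compounds past the cut are filed as inactive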
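Test system: parental CHO cells; detection: calcium-sensitive Fluo-8 fluorescence; evaluation: percent inhibition of calcium signal; also added: ATP as calcium-mobilizing challenge; repeats: one well per compound; control set: ATP-challenged DMSO wells low, unchallenged DMSO wells high; compound: single nominal dose of 5.6 µM per compound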
CHO-K1 Ca PAM: nonselective activator or artifact in parental CHO-K1 calcium assay; ATP EC20, Fluo-8 calcium fluorescence; 0% at ATP EC20, 100% at ATP max; 0.02% of 360,000 active; AID 602247; activation, % at 3 µM;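 active means activation above the run cutoff, the mean activation of all test compounds plus 3 SD, cut at about 40% in these data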;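 further: peak over basal fluorescence ratio in a 140 s read after ATP addition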
CHO-K1 Ca ag: M1 agonist counterscreen hit in parental CHO-K1 cells | Fluo-8 calcium fluorescence; scaled to maximal ATP response, vehicle zero | activation, % at 3 µM | 0.48% of 360,000 active | AID 602248; in the data active means activation above about 15%;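 further: untransfected CHO-K1 host cells lacking M1 receptor as counterscreen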
M1 ag: agonists of human M1 muscarinic receptor; P11229; CHO-K1 hM1, Fluo-8 calcium fluorescence, agonist mode; 0% DMSO, 100% acetylcholine EC100; activation, % at 3 µM; 0.33% of 360,000 active; AID 588814;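 active means activation above the run's mean compound activation plus 3 SD, cut at about 16% in these data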;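 further: peak over basal fluorescence ratio within a 140 s kinetic read after compound addition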
* hit, by the source's call; . = not tested or not shown.

Structure,TAAR1 antagonist,M1 antag,TAAR1 ag,OXTR potentiate,CHO-K1 Ca antag,CHO parental Ca,CHO-K1 Ca PAM,CHO-K1 Ca ag,M1 ag
COc1ccc(OC)c(NC(=O)C2C3C=CC(C3)C2C(=O)NCc2ccccn2)c1 (stereo not drawn),6.3,-5.0,1.5,0.2,14.2,-2.7,-8.2,0.2,-6.8
O=C1c2ccccc2C(=O)N1CCOc1ccccc1Br,-7.4,-9.9,-0.9,-6.0,-15.7,-28.4,2.1,0.6,-2.7
Cc1cccc(OCC(=O)NCCNC(=O)c2ccncc2)c1,-3.3,-15.7,0.7,-1.2,-10.0,-4.5,-2.4,-0.3,-0.3
O=S(=O)(c1ccc(Br)cc1)N1CCC2(CC1)OCCO2,-7.2,-10.1,1.1,-0.1,-5.7,11.6,-2.7,0.7,-5.1
O=C(Nc1ccc2c(c1)OCO2)Oc1ccccc1,10.7,-7.9,7.3,-9.7,9.5,0.0,-2.6,0.3,-2.3
Cc1cc(C(C)(C)C)ccc1OCC(=O)N/N=C\c1c(C)n(C)n(-c2ccccc2)c1=O,-1.8,-4.7,1.0,-8.1,4.6,-14.8,1.5,0.6,-1.2
COc1ccc(/C=C/c2c(-c3ccc(OC)cc3)oc3ccccc23)cc1,-1.3,1.9,15.9,-9.5,-13.2,-5.1,10.1,0.2,-4.1
O=C(COC(=O)C12CC3CC(CC(C3)C1)C2)NCCc1ccccc1,0.8,-0.8,5.6,-2.6,-23.9,-9.1,13.2,0.7,-2.3
Cc1ccc(N2N=C(C(=O)O)CCC2=O)cc1Cl,-5.0,3.0,0.9,-15.0,0.8,-3.0,7.8,0.0,-1.4
O=C1c2ccccc2C(c2nnnn2Cc2ccccc2)N1Cc1ccco1 (stereo not drawn),-15.2,.,3.8,.,-15.1,.,14.3,0.9,.
COc1ccc2nc(Nc3nc4ccc(NC(C)=O)cc4s3)sc2c1,39.5,-2.7,8.7,-8.4,-5.3,-17.5,5.6,0.4,-1.4
COc1ccc(Cn2nnnc2CN2CCCCCC2)cc1,0.5,-4.0,-1.3,-11.7,-0.9,-5.6,14.2,0.4,-8.2
O=C(NCc1ccc(Cl)cc1)C1CCC(CNc2c(N3CCCC3)c(=O)c2=O)CC1 (stereo not drawn),-26.7,-10.2,10.4,-0.9,-6.9,2.6,-2.0,0.8,-3.5
Cc1ccc(S(=O)(=O)c2c(COC(=O)c3cccc(Cl)c3)c(-c3ccccc3)nn2C)cc1,-10.1,-15.4,4.1,-16.7,-4.0,-12.7,19.7,0.3,-3.1
O=C1NN(c2ccc(Cl)cc2)C(=O)/C1=C\c1ccc(-c2cccc(C(=O)O)c2)o1,3.6,1.4,-0.3,.,9.3,.,15.5,3.8,-4.0

Record cards (already shown):
Cc1cccc(OCC(=O)NCCNC(=O)c2ccncc2)c1 is entered as TAAR1 antagonist = -3.3; M1 antag = -15.7; TAAR1 ag = 0.7; OXTR potentiate = -1.2; CHO-K1 Ca antag = -10.0; CHO parental Ca = -4.5; CHO-K1 Ca PAM = -2.4; CHO-K1 Ca ag = -0.3; M1 ag = -0.3
COc1ccc(OC)c(NC(=O)C2C3C=CC(C3)C2C(=O)NCc2ccccn2)c1 (stereo not drawn) is entered as TAAR1 antagonist = 6.3; M1 antag = -5.0; TAAR1 ag = 1.5; OXTR potentiate = 0.2; CHO-K1 Ca antag = 14.2; CHO parental Ca = -2.7; CHO-K1 Ca PAM = -8.2; CHO-K1 Ca ag = 0.2; M1 ag = -6.8

(list continues)
Structure,TAAR1 antagonist,M1 antag,TAAR1 ag,OXTR potentiate,CHO-K1 Ca antag,CHO parental Ca,CHO-K1 Ca PAM,CHO-K1 Ca ag,M1 ag
Cc1nn(C)cc1C1C2=C(CC(C)(C)CC2=O)OC2=C1C(=O)CC(C)(C)C2,-8.3,1.2,5.3,-0.5,-24.0,-0.7,8.9,0.5,-5.9
CCOc1ccc(CCNC(=O)CCCn2nc(C)c3c(C)n(-c4ccccc4)nc3c2=O)cc1,-20.4,-11.7,-1.7,-5.7,-17.2,-37.9,14.8,-0.5,-5.8
CN(C)c1ccc(NC(=O)CCCCCn2nnc3ccccc3c2=O)cc1,-8.1,-8.6,4.7,2.7,6.8,-7.8,12.2,1.2,-5.4
COc1ccc(N(CC(=O)NCc2ccc(F)cc2)C(=O)CCC(=O)Nc2nccs2)cc1,-29.9,-11.1,-2.9,-12.2,-12.4,-4.9,-20.3,0.2,-2.6
CCSc1ncnc2sc(C)c(C)c12,-12.6,-2.6,1.2,2.9,-7.4,-7.0,11.5,0.0,-1.5
CCCCn1c(N)c(N(C)C(=O)c2cn(-c3ccccc3)nc2-c2ccccc2)c(=O)[nH]c1=O,1.7,-11.4,4.0,-0.3,-11.7,-13.7,4.3,0.4,-5.0
CCNc1c(NS(=O)(=O)c2ccc(Cl)s2)c(=O)oc2ccccc12,4.7,-4.9,10.2,-2.7,-11.6,-18.0,25.4,3.3,-2.9
COCCNC(=O)[C@H](CSCc1ccccc1)N1Cc2ccccc2C1=O,-13.6,-26.5,2.6,-17.8,-11.9,-15.1,6.7,1.1,-0.2
O=C(NC(=S)N1CCN(c2ccc(C(F)(F)F)cc2[N+](=O)[O-])CC1)c1cccs1,0.6,0.9,0.1,-2.9,-5.3,-1.8,16.8,2.4,-7.8
COC(=O)c1c(C(=O)OC)c(-c2ccc(OC)cc2)n2c1CS(=O)C2 (stereo not drawn),-5.7,-19.2,0.5,-11.2,8.5,-1.4,-3.0,-0.2,-1.8
c1ccc(-c2ccc3c(c2)c2c4n3CCN=C4CCC2)cc1,-19.4,-2.7,13.8,0.3,-10.1,-5.0,25.3,0.6,-4.6
CC1CN(CC(O)COC(c2ccccc2)c2ccccc2)CC(C)O1 (stereo not drawn),14.9,14.9,-0.6,-3.4,19.6,-20.4,-12.0,0.0,-10.7
COc1ccc(OCC(=O)N(C)Cc2ccccc2)cc1,-3.7,0.9,-0.8,-5.9,1.3,-9.2,-0.8,0.1,-3.3
CCOC(=O)CNc1c(-c2ccc(OC)cc2)nc2ccc(Cl)cn12,27.8,11.7,13.5,-1.8,-27.5,-12.4,3.7,4.6,-5.4
NCCCCCC(=O)N/N=C/c1ccc2nccnc2c1,-16.5,-9.4,1.4,-8.8,6.0,-16.0,13.4,13.3,5.1
COc1ccc(CCN2C(=O)CC(Cc3ccccc3)C2=O)cc1OC (stereo not drawn),-4.5,-7.3,0.9,0.8,-11.7,-11.8,19.3,2.4,-3.3
CC(C)(C)C1CCc2c(sc3nc(SCC(N)=O)nc(N)c23)C1 (stereo not drawn),-18.9,-10.4,2.4,-5.3,-7.8,-34.1,7.2,-0.4,-0.5
CCN(CC)S(=O)(=O)c1ccc(S(=O)(=O)N(CC(=O)Nc2ccccc2)Cc2ccco2)cc1,62.2*,30.3,16.6,-11.7,0.7,-10.1,-0.7,9.8,-1.6
CCCCn1c(N)c(N(CCOC)C(=O)c2ccc3c(c2)C(=O)N(c2ccccc2Cl)C3=O)c(=O)[nH]c1=O,-20.2,-14.8,5.2,1.2,13.2,-1.9,6.9,-0.6,-1.0
Cc1ccccc1C(=O)NC1CCS(=O)(=O)C1 (stereo not drawn),-1.3,-8.3,0.2,-4.6,-4.3,-2.8,9.3,0.4,-1.2
CCN(CC(=O)Nc1sc2c(c1C#N)CCC(C)C2)CC(=O)NC1CCS(=O)(=O)C1 (stereo not drawn),-34.8,2.7,5.7,-3.2,-12.8,-9.6,-0.1,3.0,-4.9
COc1ccc(CNC(=O)COC(=O)CCS(=O)(=O)c2ccc(C)cc2)cc1OC,-1.2,-6.8,-0.1,-2.0,-2.8,-10.5,10.6,1.2,-2.7
CCOc1ccccc1NC(=O)C(NCC1(N2CCCCC2)CCCCC1)c1ccccc1 (stereo not drawn),-10.3,2.1,11.6,-18.5,-6.5,-25.9,21.0,6.1,-4.4
COc1ccc(S(=O)(=O)N2CCC(C(=O)N[C@H](C(=O)NCc3ccco3)C(C)C)CC2)cc1,-22.1,6.5,2.9,1.6,-1.1,-9.9,0.3,-0.2,1.1
COc1cc(S(=O)(=O)N2CCCCC2)ccc1NC(=O)c1ccncc1,0.1,-2.8,6.9,-7.6,-10.8,-5.8,-4.9,0.5,-5.1
CN1C(=O)C2(C(C#N)=C(N)N(c3cc(Cl)cc(Cl)c3)C3=C2C(=O)CC(C)(C)C3)c2ccccc21 (stereo not drawn),-7.6,-9.6,9.6,-8.5,8.6,-21.6,4.5,-0.4,0.7
CN1CCN(c2cc(CNC[C@H]3O[C@@H](n4cnc5c(=O)[nH]c(N)nc54)[C@H](O)[C@@H]3O)ccc2F)CC1,13.8,-22.0,2.2,.,-14.7,.,4.2,0.2,-6.5
CCCOC(=O)c1cc(-c2ccc(/C=C3/C(=O)N(C)C(=O)C(C#N)=C3C)o2)ccc1Cl,.,-4.4,.,-2.6,7.0,-6.7,16.3,4.6,-4.6
O=C(Nc1ccc2c(c1)OCO2)C(=O)c1c[nH]c2ccccc12,2.5,-6.0,14.7,-13.2,-6.6,29.6,25.1,6.2,0.9
CS(=O)(=O)Oc1ccc(Br)cc1/C=C1/N=C(c2ccco2)OC1=O,3.0,-3.5,-0.2,-5.9,-15.7,-11.9,22.2,0.7,-4.6
Cc1nccn1CC(=O)c1ccccc1,-9.9,-6.5,2.6,.,-3.1,.,15.8,0.6,-3.5
COc1ccc(S(=O)(=O)NCCC(=O)OCc2cc(=O)oc3cc(C)ccc23)cc1[N+](=O)[O-],36.1,47.9*,8.8,.,34.4*,.,-12.6,10.8,-1.0
CC1CCC(NC(=O)c2nn(C)c3c2CS(=O)(=O)c2ccccc2-3)CC1 (stereo not drawn),14.5,-4.8,4.3,-8.7,-3.5,-7.3,18.0,6.8,-1.4
Cc1cn([C@H]2C[C@H](O)[C@@H](CCC(=O)NCc3ccc(N(C)C)cc3)O2)c(=O)[nH]c1=O,-3.0,-5.5,-0.3,.,-5.8,.,9.0,-0.4,1.6
Cn1nc(C(F)(F)F)c(C(=O)Nc2ccc(F)cc2F)c1Sc1cccc(Cl)c1,2.6,10.7,0.8,-11.3,-1.3,-0.7,1.8,-0.3,-8.1
COc1cccc(-c2nnc(NC(=O)C3CCCCC3)o2)c1,-5.8,-12.7,1.7,-1.9,-0.9,-6.0,8.9,0.0,-4.8
CCCCNC(=S)N(Cc1c(C)noc1C)c1ccccc1,-6.4,1.9,7.0,-1.9,-3.2,-14.2,11.9,-0.3,-11.8

Taken from above:
Cn1nc(C(F)(F)F)c(C(=O)Nc2ccc(F)cc2F)c1Sc1cccc(Cl)c1 @ M1 antag = 10.7
Cc1nccn1CC(=O)c1ccccc1 @ CHO-K1 Ca PAM = 15.8
